Source: PubChem BioAssay
N-glyco inh – blocks N-linked glycosylation in D54 reporter cells; D54 ERlucT glycosylation luciferase reporter, 24 h; percent of 100 nM tunicamycin response; reporter increase, % at 12.5 µM; 360,000 tested, 0.23% active; AID 588692;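 active means mean luciferase reporter signal, scaled so untreated is 0 and the glycosylation-blocking control 100, at or above a set limit in every replicate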;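 further: luciferase carries N-glycosylation sites so blocking glycosylation raises the light; 0% = median of neutral control wells and 100% = median of 100 nM tunicamycin wells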
ABCB6 inh 2 – blocks the human ABCB6 transporter | Q9NP58 | K562-ABCB6 porphyrin accumulation, flow cytometry, 1 h; active compounds read low | fluorescence ratio to DMSO, % at 10 µM | 360,000 tested, 0.19% active;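 active means fluorescence ratio to DMSO below 75%, the collection mean minus 3 SD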;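 further: signal is porphyrin accumulated inside mitochondria; 100% equals median channel fluorescence of DMSO control wells; lower ratio means ABCB6 inhibition with less porphyrin fluorescence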
Target sequence (Q9NP58 whole entry, looked up): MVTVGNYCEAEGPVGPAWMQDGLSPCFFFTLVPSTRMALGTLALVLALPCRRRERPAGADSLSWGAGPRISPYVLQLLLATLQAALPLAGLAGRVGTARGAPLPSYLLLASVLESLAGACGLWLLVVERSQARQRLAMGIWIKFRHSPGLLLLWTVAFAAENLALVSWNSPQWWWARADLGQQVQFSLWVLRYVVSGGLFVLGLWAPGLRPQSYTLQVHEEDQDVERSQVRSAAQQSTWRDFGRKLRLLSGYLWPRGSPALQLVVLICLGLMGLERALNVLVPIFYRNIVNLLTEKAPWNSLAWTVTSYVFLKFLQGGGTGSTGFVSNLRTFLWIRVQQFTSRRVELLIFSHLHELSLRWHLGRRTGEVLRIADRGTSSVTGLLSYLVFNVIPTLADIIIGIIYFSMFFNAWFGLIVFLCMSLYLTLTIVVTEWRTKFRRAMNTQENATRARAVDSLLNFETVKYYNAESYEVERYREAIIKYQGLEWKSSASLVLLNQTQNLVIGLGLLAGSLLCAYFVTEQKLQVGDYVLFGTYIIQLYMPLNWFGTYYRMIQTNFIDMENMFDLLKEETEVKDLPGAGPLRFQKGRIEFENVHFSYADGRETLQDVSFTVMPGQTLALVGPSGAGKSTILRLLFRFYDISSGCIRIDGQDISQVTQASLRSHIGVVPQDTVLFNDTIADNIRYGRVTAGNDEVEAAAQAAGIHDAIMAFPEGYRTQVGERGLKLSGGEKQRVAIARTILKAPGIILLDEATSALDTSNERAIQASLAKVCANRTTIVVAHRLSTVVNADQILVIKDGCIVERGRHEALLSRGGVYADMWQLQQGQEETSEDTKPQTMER
H9c2 protect – modulators protecting cardiomyocytes from myocardial damage; H9c2 cardiomyocytes, H2O2 injury protection, ATPLite, 2 h; 360,000 tested, 0.63% active; protection from H2O2 cell death, % at 20 µM;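 active means compounds giving at least 50% protection of heart cells from peroxide-induced death in the single-dose screen, raw or plate-pattern-corrected value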;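 further: 0% = DMSO wells with peroxide and 100% = DMSO wells without peroxide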
PDI inh – PDI (human) enzyme inhibition. P07237. PDI insulin aggregation turbidity, A650, 90 min. inhibition, % at 10 µM. 350,000 tested, 0.052% active;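 active means mean inhibition across replicates of 30% or more, whatever share of single replicates reach that level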;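 further: absorbance from insulin aggregation driven by PDI reduction with DTT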
aDG glyco act – increases alpha dystroglycan glycosylation; 360,000 tested, 0.22% active; activation, % at 10 µM; AID 624168; Pro5-aDG cells, alpha-DG glycosylation AlphaScreen (IIH6); 0% Pro5, 100% B10-LARGE cell signal;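 active means activation of at least 8% versus controls, or a plate z-score of at least 8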;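 further: Pro5 are CHO cells carrying HIG-tagged alpha-DG that lacks glycosylation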
CaV13 FRET inh – Primary screen for inhibitors of IQ motif and Ca2+-dependent inactivation inhibitor domain binding in CACNA1D, Förster resonance energy transfer in living cells, …; HEK cells, CFP/YFP FRET ICDI-IQ, plate reader, 10 min; percent FRET-ratio fall versus neutral wells; inhibition, % at 12.3 µM; 340,000 tested, 0.098% active; AID 743397;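 active means mean replicate inhibition of at least 30% and at least 1% of replicates passing that level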;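 further: 0% = median of the neutral control wells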
hiPSC survival – increases survival of single human iPS cells; AID 602274; 360,000 tested, 0.044% active; hiPSC single-cell survival, ATPlite luminescence; 100% = ROCK inhibitor wells, 0% = DMSO; survival enhancement, % at 20 µM; in the data active means survival enhancement above about 18%;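 further: cells exposed to compounds for 16 hours before the ATP read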
HTR2A ag – mouse HTR2A agonism via beta-arrestin recruitment. P35363. CHO-K1 mHTR2A beta-arrestin complementation, luminescence; percent of 30 µM serotonin response. activation, % at 7.6 µM. 360,000 tested, 0.66% active. AID 624169;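 active means activation above a run cutoff, the mean activation of all tested compounds plus 3 SD, cut at about 14% in these data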;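 further: 0% = plate median of compound wells and 100% = 30 µM serotonin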
Vif imaging – HIV Vif inhibition; inhibition, % at 7.49 µM; HEK293T cells, Vif self-association by quenched fluorescence, imaging, 24 h; 340,000 tested, 0.35% active; AID 602346; in the data active means inhibition above about 50%, passing the limit was not always enough; further: some results filed as inactive read as strong as hits
Granule exo inh – blocks lytic granule exocytosis; TALL-104 LAMP-1 surface exposure, flow cytometry; cells stimulated with thapsigargin and PMA; inhibition, % at 10 µM; 360,000 tested, 0.66% active; AID 651702;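 active means inhibition above about 55%, limit read from the data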
Numbers without * were called inactive; i = inactive; · = not tested or not shown.

Every second line gives: N-glyco inh, ABCB6 inh 2, H9c2 protect, PDI inh, aDG glyco act, CaV13 FRET inh, hiPSC survival, HTR2A ag, Vif imaging, Granule exo inh
> Nc1c(Cl)cc(Cl)cc1C(=O)OCC(=O)N1CCCC1=O
    1, 100, 2, -1, 0.2, ·, 2.3, 0, ·, 2
> CC(=O)c1ccc(OCC(=O)OC(C)C(=O)NC2CCCCC2)cc1 (stereo not given)
    1, 98, 3, 9, 0.0, -5, -0.4, 13, -3, 0
> CCOC(=O)N1CCN(C(=O)C(C)N(c2ccc(Oc3ccccc3)cc2)S(C)(=O)=O)CC1 (stereo not given)
    -2, 107, -21, 0, 0.2, ·, 2.4, -1, -15, -1
> O=c1[nH]c(SCc2ccccc2)nc2ccsc12
    -1, 100, 1, -6, 0.1, 3, -1.9, 1, 7, 13
> COc1c(Br)cc(Br)cc1/C=N/NC(=O)c1cccnc1
    30*, 111, 11, 0, 0.0, -17, -0.5, -7, 5, -1
> CC1(C)CC(=O)C=C(c2ccc(-c3ccc(OC(F)(F)F)cc3)cc2)C1=O
    -3, 91, -23, -10, 1.0, -3, 1.2, 3, -4, 4
> Cc1cccc2c1-c1sc(C(=O)Nc3nccs3)cc1CO2
    -2, 79, 14, -13, 0.8, -5, 0.5, 6, 0, -5
> Cc1cc(C)nc(NC(=O)CSc2nn(-c3ccccc3)c(=S)s2)n1
    3, 99, 1, -1, 0.0, -4, -0.8, 6, -10, -2
> O=c1c2nnn(-c3ccc(Cl)cc3)c2ncn1Cc1ccccn1
    0, 97, 0, 14, 0.7, -7, 1.9, 1, 12, 13
> Cc1nc2cc(-c3ccc(Br)cc3)[nH]n2c(=O)c1Cl
    0, 92, -14, -5, -0.2, -2, 0.4, 18*, -4, 13
> CN(c1cccc(NC(=O)c2ccc(N(C)S(=O)(=O)c3ccccc3)cc2)c1)S(C)(=O)=O
    -3, 93, -17, -3, -0.4, 5, 6.0, 0, -22, -2
> CC(NS(=O)(=O)c1ccc(Br)s1)c1ccccc1 (stereo not given)
    -1, 91, -9, -1, 0.0, -5, -0.4, -2, -2, -11
> O=C(CSc1nnc(COc2ccccc2Cl)o1)NC(=O)NCc1ccco1
    -2, 89, -11, -1, -0.1, -16, 0.5, -4, 19, 0
> O=C(NCC(=O)N1CCN(C(=O)c2ccco2)CC1)c1ccccc1
    0, 98, -3, 6, -0.4, ·, 0.2, -6, -5, 0
> O=C1CC(c2c(F)cccc2Cl)C2=C(COC2=O)N1 (stereo not given)
    3, 92, 3, 1, 0.0, -1, 0.3, 7, ·, 4
> Cc1ccc(C2(C)NC(=O)N(CC(=O)NC3CCCCC3)C2=O)cc1 (stereo not given)
    3, 99, 3, -8, -0.3, -2, 0.1, 1, -1, -2
> COc1ccc(C(=O)Nc2nccs2)cc1[N+](=O)[O-]
    2, 104, 14, 4, 0.2, -4, 1.7, 1, 0, -1
> O=C(O)CCc1ccc(-c2ccc(F)cc2)n1Cc1ccco1
    0, 91, 1, 4, 0.4, -5, -1.8, -2, 1, 6
> CC(=NNc1ccc([N+](=O)[O-])cn1)c1ccc(N)cc1
    2, 95, 9, -5, -0.2, -11, 3.8, -3, 4, 0
> COc1cccc(NC(=O)OCCN2CCN(Cc3ccccc3)CCC2=O)c1
    1, 94, 2, -18, 0.1, -12, 1.1, -1, 5, -3
> Cc1ccc(NC(=O)CCn2nnc3ccccc32)cc1
    -2, 98, 6, -4, -0.3, -3, -0.6, -1, 2, 2
> Nc1cc(C(=O)OCC(=O)NNC(=O)c2ccccc2F)ccc1Cl
    2, 101, -2, -9, -0.3, -6, 0.6, -1, 4, -26
> CCOC(=O)Nc1cccc(OCC(=O)Nc2ccc(OC)cc2OC)c1
    0, 81, 2, -21, -0.1, -4, -1.4, 6, -12, 4
> COc1ccc(Cl)cc1NC(=O)CSc1nc(NS(=O)(=O)c2ccccc2)cc(=O)[nH]1
    3, 96, -5, -5, -0.1, -3, -0.4, 1, 17, -4
> COCCN(Cc1cc2cc3c(cc2nc1Cl)OCO3)C(=O)Nc1ccccc1OC
    -1, 93, -3, 3, 0.5, ·, -1.0, 5, -2, -9
> O=C(O)c1ccc(S(=O)(=O)NCC2CCCO2)cc1 (stereo not given)
    1, 90, 0, -6, 0.2, -3, 0.1, -2, -8, 12
> Cn1c(SCc2cccc(Cl)c2)nc(C(F)(F)F)cc1=O
    -5, 96, -11, 1, 0.2, -7, -1.3, -2, -7, -1
> Cc1ccc2oc(=O)c3cnn(CC(=O)Nc4ccccc4N4CCN(C)CC4)c3c2c1
    -7, 98, 36, ·, -0.3, -11, -4.4, -3, 13, 1
> COc1ccc(N(C(=O)Cc2cccs2)C(C(=O)NC2CCCCC2)c2cccn2C)cc1OC (stereo not given)
    -2, 95, 11, 6, 0.4, -1, -0.7, -2, -11, 0
> O=C(COc1ccc(Cl)cc1)NC(=S)Nc1ccccc1N1CCOCC1
    1, 99, -2, -7, 0.0, ·, 0.3, 7, 0, 14

3 entries from above, arranged by heavy-atom count, falling:
Every second line gives: N-glyco inh, ABCB6 inh 2, H9c2 protect, PDI inh, aDG glyco act, CaV13 FRET inh, hiPSC survival, HTR2A ag, Vif imaging, Granule exo inh
> CC(=O)c1ccc(OCC(=O)OC(C)C(=O)NC2CCCCC2)cc1 (stereo not given)
    1, 98, 3, 9, 0.0, -5, -0.4, 13, -3, 0
> Nc1c(Cl)cc(Cl)cc1C(=O)OCC(=O)N1CCCC1=O
    1, 100, 2, -1, 0.2, ·, 2.3, 0, ·, 2
> Cc1nc2cc(-c3ccc(Br)cc3)[nH]n2c(=O)c1Cl
    0, 92, -14, -5, -0.2, -2, 0.4, 18*, -4, 13

Other structures:
Every second line gives: N-glyco inh, ABCB6 inh 2, H9c2 protect, PDI inh, aDG glyco act, CaV13 FRET inh, hiPSC survival, HTR2A ag, Vif imaging, Granule exo inh
> CCN(CC)S(=O)(=O)c1ccc(/C=C/C(=O)OCC(=O)NCc2ccc3c(c2)OCO3)cc1
    3, 99, -11, -6, -0.2, 4, 0.0, -7, -4, -3
> Cc1ccc(S(=O)(=O)N2CCN(CC(=O)NC(=O)NCc3ccccc3)CC2)cc1C
    0, 89, -4, 2, 0.0, -5, -1.2, 4, -7, 0
> CC(=O)Nc1ccc(C)cc1NC(C)=O
    2, 100, 1, -4, -0.1, ·, 6.8, 6, 15, 1
> COC(=O)C(Cc1c[nH]c2ccccc12)NC(=O)c1cncc(Br)c1 (stereo not given)
    2, 99, 5, 19, -0.2, -18, -0.4, 0, -7, 24
> Cc1ccc2nc(C)c(C(=O)N/N=C/c3ccc(C(=O)O)cc3)cc2c1
    1, 98, -4, -7, 0.6, -4, 2.4, -3, 10, -1
> CC1CCCC(C)N1CCNC(=O)Cn1nc(-c2ccccc2)ccc1=O (stereo not given)
    -1, 98, -2, 2, -0.1, -9, 1.8, 0, -3, 0
> O=C(Nc1nnc(C2CC2)s1)c1ccco1
    0, 98, -7, 6, -0.4, -4, 3.3, 1, 6, 1
> CC(OC(=O)/C(C#N)=C/c1ccc(N(C)C)cc1)C(=O)N(C)c1ccccc1 (stereo not given)
    -1, 138, -13, 5, 0.1, 7, -0.4, 4, i, 0
> Cc1cccc(-c2nnc(-c3ccc(N)cc3)o2)c1
    -7, 95, -26, -4, -0.1, -4, -4.6, 1, 0, -3
> CCCCOC(=O)c1ccc(Nc2ncnc3nc[nH]c23)cc1
    0, 97, -7, -4, -0.1, -5, 0.1, -8, 8, -2
> O=C(NNC(=O)c1cnccn1)c1ccc(Cl)cc1
    3, 102, 25, -7, -0.1, 4, -0.9, 5, 25, 5
> CCCN(CC(=O)Nc1ccccc1C)CC(=O)Nc1ccc(Br)cc1F
    -2, 100, -6, -3, 0.5, -16, -0.2, 7, -9, 30
> CCC1CSC(Nc2ccc(C(=O)/C=C/c3ccc(Br)cc3)cc2)=N1 (stereo not given)
    -1, 98, -8, -5, 0.8, -17, -5.4, 7, -1, 2
> CCOC(=O)N1CCN(C(=O)C2CCN(S(=O)(=O)c3ccc(C)cc3)CC2)CC1
    0, 99, 1, 7, -0.1, -4, 0.1, 4, -13, 23
> Cc1ccc(NC2=CC(=O)OC(C)C2)cc1 (stereo not given)
    1, 94, -3, 27, 0.3, ·, 1.5, -3, ·, -2
> CC(=O)c1c(C)[nH]c(C(=O)Nc2ccc(Cl)cc2)c1C
    2, 96, -14, -1, 0.5, -2, -0.5, -6, -16, -2
> Cc1cccc(C)c1NC(=O)CN(C)C(=O)CCc1nc2sc3c(c2c(=O)[nH]1)CCCC3
    2, 102, 9, -2, 0.1, -4, -0.4, -1, -1, -6
> CC(C)(C)c1nc(S(=O)(=O)c2ccc(Cl)cc2)c(N2CCOCC2)o1
    1, 99, -1, -1, 0.0, -6, 1.3, -1, 12, 0
> CCOc1ccc(OCc2ccc(C(=O)O)o2)cc1
    -6, 109, 5, 5, -0.1, ·, -4.4, 6, 2, -2
> O=C(OCc1cc(=O)n2c(n1)sc1ccccc12)c1cccc(O)c1
    -4, 96, 1, 0, 0.1, -6, -1.5, 0, -2, 9
> Cc1onc(-c2ccccc2)c1C(=O)OCCOc1ccc([N+](=O)[O-])cc1[N+](=O)[O-]
    -7, 92, -12, 10, 0.1, -3, 0.4, -4, -16, 38
> Cc1ccc(C(=O)C2CCN(C(=S)NCC3CCCO3)CC2)cc1 (stereo not given)
    1, 93, -2, 10, 0.5, -2, 0.8, -3, -21, -1
> CSc1ccccc1NC(=O)CSc1n[nH]c(C)c1[N+](=O)[O-]
    1, 102, -4, 3, 0.1, -6, -0.6, -2, -4, 4
> O=C1CCC(C(=O)N2CCCC(N3CCN(c4cccc(C(F)(F)F)c4)CC3)C2)=NN1 (stereo not given)
    -1, 98, 0, 3, -0.3, -3, 0.2, -1, 2, 1
> CCc1sc(C(=O)NCc2cc(C)n(C)n2)cc1Br
    0, 97, -6, 0, 0.3, -8, -3.6, 3, ·, 1
> COc1ccc(OC)c(-c2cc(C(=O)Nc3c(C)n(C)n(-c4ccccc4)c3=O)no2)c1
    3, 101, -7, 2, 0.1, -4, -1.3, -4, 1, -2
> CCNC(=O)C1(C)CCN(C(=O)c2ccc(-c3ccccc3)cc2)C1 (stereo not given)
    0, 106, 4, -2, -0.3, -6, 0.6, -1, -1, 13
> O=C(Nc1cccc(C(F)(F)F)c1)c1ccc(-c2ccc(F)c(F)c2)c2ccoc12
    -10, 91, 1, 1, 0.3, -7, 11, -1, 6, -4
> O=C(NCc1ccccc1Cl)[C@@H]1CCCN1S(=O)(=O)c1ccc(Cl)cc1
    -2, 95, 4, -5, 0.1, -6, -1.7, 1, -8, 1
